GAA inhib – qHTS Assay for Inhibitors of Human alpha-Glucosidase as a Potential Chaperone Treatment of Pompe Disease | Lysosomal alpha-glucosidase (Homo sapiens), P10253 | Potency, µM (series often up to 76.9 µM), inactives show at the highest dose activity change, negative = inhibition, actives largely listed as inhibitors | AID 1466, 2008 | hit rate 0.005% among 200,000 | purified human GAA, 4-MU-alpha-glucoside fluorescence;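 further: plate controls were uninhibited enzyme wells for no effect and no-enzyme background for full effect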
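Human alpha-glucosidase, 4 nM, pre-mixed with test compounds before 400 uM 4-methylumbelliferyl substrate; 20 min room temperature at pH 5.0. Fluorescence read after pH 10 stop; AC50 values from Hill-equation fits.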
GAA spleen mod – qHTS Assay for Inhibitors and Activators of Human alpha-Glucosidase From Spleen Homogenate | hit rate 0.006% among 240,000 | Potency, µM (highest dose often 79.9 µM), inactives show at the highest dose activity change, negative = inhibition, usual class: inhibitors | Lysosomal alpha-glucosidase (Homo sapiens), P10253 | human spleen homogenate, 4-MU-alpha-glucoside fluorescence | AID 2112, 2009;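 further: 0% = enzyme with vehicle and -100% = no enzyme basal signal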
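Compounds were titrated against alpha-glucosidase in spleen homogenate at pH 5.0, with 1 mM 4-methylumbelliferyl substrate for 40 min at 37 C. Reactions were quenched with pH 10 NaOH/glycine and fluorescence measured.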
NPSR antag – qHTS Assay for Antagonists of the Neuropeptide S Receptor: cAMP Signal Transduction. Q6W5P4. CHO-NPSR cells, cAMP TR-FRET, antagonist mode. Potency, µM (titrated, usually from 38.3 µM), inactives show top-dose activity change, negative = inhibition, hits mostly inhibitors. hit rate 1% among 220,000; further: on the % scale 0 is the no-effect control and ±100 the full control effect; nearly all actives have a fitted effect of over 50% in size; many of its hits are not listed in these tables
Tau fluor counter – Counterscreen qHTS for Inhibitors of Tau Fibril Formation, Fluorescence Polarization; hit rate 0.93% among 280,000; AID 1463, 2008; Potency, µM (highest dose often 57.7 µM), for inactives: at the highest dose activity change, negative = decrease; tau K18 P301L Alexa594 fluorescence, heparin fibrillization; further: on the % scale 0 is the no-effect control and ±100 the full control effect; nearly all actives have a fitted effect of over 55% in size
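Human tau K18 P301L (15 uM unlabeled, 0.24 uM Alexa 594-labeled) in 100 mM sodium acetate pH 7 with 20 uM heparin, 6 hr at 37 C. ThT 30 uM added, 1 hr ambient; Alexa 594 FP and total fluorescence read at 555/632 nm.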
Epigenetic reg – Quantitative High-Throughput Screen for Regulators of Epigenetic Control; murine LDR cells, GFP reporter derepression, 30 h; Potency, µM (highest dose often 53.9 µM), for inactives: at the top dose GFP activation, hits mostly activators; hit rate 0.2% among 280,000; further: % of control where 0% means no effect; nearly all actives have a fitted effect of over 60% in size
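GFP-positive cell count by laser-scanning cytometry (objects 20–120 um) after 30 h, 37 C compound exposure of murine LDR cells; reporter is CMV-GFP integrated at a silenced locus, inducible by HDAC or DNMT inhibitors.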
GLA spleen mod – qHTS Assay for Inhibitors and Activators of Human alpha-Galactosidase From Spleen Homogenate | hit rate 0.008% among 240,000 | Potency, µM (doses to about 80 µM), without a hit: top-dose activity change, negative = inhibition, usual class: inhibitors | Alpha-galactosidase A (Homo sapiens), P06280 | human spleen homogenate, 4MU-alpha-Gal fluorescence, 40 min;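 further: 0% = enzyme with vehicle and -100% = no enzyme basal signal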
Target sequence (P06280 32-429 limits assumed): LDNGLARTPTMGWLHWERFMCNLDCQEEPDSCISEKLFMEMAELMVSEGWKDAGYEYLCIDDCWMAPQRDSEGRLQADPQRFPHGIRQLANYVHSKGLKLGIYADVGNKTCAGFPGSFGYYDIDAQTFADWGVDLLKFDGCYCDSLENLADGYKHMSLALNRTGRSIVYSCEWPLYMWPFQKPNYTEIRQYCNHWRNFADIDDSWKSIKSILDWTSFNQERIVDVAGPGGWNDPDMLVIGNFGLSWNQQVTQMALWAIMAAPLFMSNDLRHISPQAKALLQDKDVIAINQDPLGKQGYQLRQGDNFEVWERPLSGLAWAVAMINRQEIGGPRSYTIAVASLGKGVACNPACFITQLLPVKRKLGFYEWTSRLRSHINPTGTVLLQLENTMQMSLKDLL
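Human spleen homogenate (1 ug) was the enzyme source, with 4-methylumbelliferyl-alpha-D-galactopyranoside (1 mM final) in pH 5.0 citrate buffer with 0.01% Tween-20. Compounds were titrated; after 40 min at 37C, NaOH/glycine stop, 4-MU fluorescence read; AC50 from Hill fits.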
ALDH1A1 block – qHTS Assay for Inhibitors of Aldehyde Dehydrogenase 1 (ALDH1A1) | Aldehyde dehydrogenase 1A1 (Homo sapiens), P00352 | hit rate 7.3% among 220,000 | Potency, µM (titrated, usually from 75.3 µM), for inactives: at the top dose activity, negative = inhibition, most hits filed as inhibitors | Purified ALDH1A1, NADH fluorescence, propionaldehyde substrate; active means well fitted inhibition curve with a large enough effect, not every such curve was filed as active; inconclusive means small, poorly fitted or top-dose-only effect, or another doubt; inactive means no such curve, though single readings can be large or run the other way;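 further: plate controls were no enzyme wells and a reference inhibitor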
Target sequence (P00352 whole entry, looked up): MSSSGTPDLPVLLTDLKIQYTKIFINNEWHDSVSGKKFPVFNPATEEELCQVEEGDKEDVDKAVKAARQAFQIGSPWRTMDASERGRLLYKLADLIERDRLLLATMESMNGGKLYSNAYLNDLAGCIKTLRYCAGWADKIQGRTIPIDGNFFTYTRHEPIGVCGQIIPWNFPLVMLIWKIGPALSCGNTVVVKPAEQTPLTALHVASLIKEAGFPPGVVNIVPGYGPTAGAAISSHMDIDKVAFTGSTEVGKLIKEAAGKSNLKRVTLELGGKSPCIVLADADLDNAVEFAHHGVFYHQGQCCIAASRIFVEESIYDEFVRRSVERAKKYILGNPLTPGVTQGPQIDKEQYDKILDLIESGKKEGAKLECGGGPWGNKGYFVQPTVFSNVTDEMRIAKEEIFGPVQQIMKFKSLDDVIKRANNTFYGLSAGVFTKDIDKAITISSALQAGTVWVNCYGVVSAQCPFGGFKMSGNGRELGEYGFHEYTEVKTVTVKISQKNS
GAA glycogen mod – qHTS Assay for Inhibitors and Activators of Human alpha-Glucosidase Cleavage of Glycogen | Lysosomal alpha-glucosidase (Homo sapiens), P10253 | recombinant GAA, glycogen substrate, Amplex Red glucose oxidase fluorescence | Potency, µM (titrated, usually from 76.4 µM), without a hit: at the highest dose activity change, negative = inhibition, actives largely listed as inhibitors | hit rate 0.38% among 300,000;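 further: 0% = full enzyme reaction and -100% = no-enzyme basal signal; the screen sought inhibitors and activators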
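qHTS, 1536-well; enzyme 4 nM final; cpd up to 77 uM; substrate bovine liver glycogen 30 ug; 50 mM citrate/phosphate pH 5.0, 0.01% Tween-20; 37 C, 40 min; Amplex Red detection 45 min RT; Hill fit → AC50.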
Active calls of the source: *; ? = inconclusive; · = not tested or not shown; [ ] = dose if it differs, or a comment. Unless noted, the call rests on the fitted dose curve; in most records, active means well fitted curve in the direction sought with a large enough effect; inconclusive means small, poorly fitted or top-dose-only effect, or another doubt; inactive means no such curve, though single readings can be large; an effect the other way counts as inactive or inconclusive. Potency means the concentration at half of the fitted maximal effect. These rows are one share of the data (hit frequency here may not be typical).

compound	GAA spleen mod	GAA inhib	Tau fluor counter	ALDH1A1 block	GLA spleen mod	GAA glycogen mod	Epigenetic reg	NPSR antag
CCOc1ccc(-c2[nH]nc3c2C(c2ccc4c(c2)OCO4)C(C#N)=C(N)O3)cc1OC (configuration not stated)	-11%	-4%	?	-15%	-11%	-18%	0.0%	?
Cc1cccc(-c2n[nH]c(=S)n2/N=C/c2ccc(C)s2)c1	0%	4%	-12%	-1%	-1%	-4%	-1.9%	-18%
Cc1ccc(-c2noc(CN3CCN(c4ccccc4F)CC3)n2)cc1	-1%	-4%	-22%	11µM*	-5%	-6%	-0.8%	-11%[46.1 µM]
CCN(CC)CCCN1C(=O)C(=O)/C(=C(/O)c2ccc(Cl)cc2)C1c1ccccn1 (configuration not stated)	-23%	-6%	-7%	?	-4%	5%	3.0%	7%[46.1 µM]
COc1cccc(C(=O)N2CCCC(c3nc(-c4cccs4)no3)C2)c1 (configuration not stated)	6%	?	-6%	?	6%	5%	0.0%	14%[46.1 µM]
Oc1ccc(N=Nc2cccc(C(F)(F)F)c2)cc1C=Nc1ccc(N2CCOCC2)cc1	0%	5%	-8%	?	-3%	4%	0.0%	7.9µM*
O=C(NNC(=O)c1csc(-c2cnccc2C(F)(F)F)n1)c1ccc(C(F)(F)F)cc1	-5%	·	-5%	·	-3%	2%	-0.3%	-4%
CCOC(=O)N1CCC(N(CCN(C)C)C(=S)Nc2cc(Cl)cc(Cl)c2)CC1	-5%	?	-15%	?	0%	1%	5.9%	?
CC1CCN(CCCn2c(=S)[nH]c3c(sc4ccccc43)c2=O)CC1	-12%	2%	7%	?	9%	-18%	1.1%	-21%
O=C(NCC1CCCO1)c1sc2ccccc2c1Cl (configuration not stated)	-5%	3%	-4%	?	1%	12%	-0.8%	10%
O=C(OCC(=O)c1ccccc1Br)c1ccncc1	-5%	-1%	6%	?	-4%	3%	3.0%	12%
Cn1ccc(C(=O)OCC(=O)Nc2cccc3ccccc23)n1	-5%	-2%	-6%	-10%	-2%	5%	1.1%	-5%
Cc1ccc(Nc2nc(N)nc(CN3CCCCCC3)n2)c(C)c1	-11%	-4%	8%	-7%	-2%	-7%	-2.1%	-7%[46.1 µM]
O=C1OC(C(=O)NCc2ccccc2)Cc2ccccc21 (configuration not stated)	1%	-5%	-1%	-7%	1%	4%	2.8%	5%
CC1=C(C(=O)OC(C)C)C(c2cccs2)N2C(=O)C(C)SC2=N1 (configuration not stated)	5%	-10%	-1%	2%	6%	-6%	-0.7%	-2%[46.1 µM]
Cc1ccc(C)c(N(CC(=O)NC(C)(C)C)C(=O)CNC(=O)c2cccs2)c1	-2%	5%	8%	4%	11%	-7%	0.0%	-4%
CCCC1c2ccc(C)n2CCN1C(=O)Nc1ccc(F)cc1 (configuration not stated)	-2%	1%	?	?	-2%	?	-1.1%	-7%[46.1 µM]
Nc1c(C(=O)NCCc2ccccc2)nnn1Cc1ccccc1	0%	-8%	-2%	1%	6%	3%	-0.8%	-18%[46.1 µM]
CCC(CC)C(=O)c1c[nH]c(C(=O)OC)c1	-3%	8%	-1%	-17%	0%	14%	1.1%[10.1 µM]	10%
COc1cc(NC(=O)CCc2c(C)nc3nc(C)nn3c2C)cc(OC)c1	3%	-4%	0%	-6%	1%	-15%	-0.4%	0%[46.1 µM]
Cc1ccc(C(=O)NC2CCN(CC(=O)NCc3cccs3)CC2)cc1	-5%	2%	-6%	?	-2%	4%	4.5%	-6%
CCn1c(=O)c2c3c(sc2n2c(=S)[nH]nc12)CCC3	-22%	-3%	-8%	10%	15%	1%	-6.3%	-1%[46.1 µM]
CCN(CC)S(=O)(=O)c1cc(-c2nnc(-c3ccc(Br)cc3)o2)ccc1Br	-2%	-10%	-20%	1%	2%	3%	0.0%	-20%[46.1 µM]
CCC(=O)Nc1cccc(NC(=O)CSc2nnc(-c3ccc(NS(C)(=O)=O)cc3)n2C)c1	1%	-18%	-9%	5%	-12%	0%	-0.3%	-10%[46.1 µM]
CCNC(=O)Oc1ccc(-c2csnn2)cc1	3%	2%	8%	1%	-11%	8%	-0.8%	3%

Complete entries as entered above:
Shown for CCOC(=O)N1CCC(N(CCN(C)C)C(=S)Nc2cc(Cl)cc(Cl)c2)CC1 : GAA spleen mod = -5%; GAA inhib = ?; Tau fluor counter = -15%; ALDH1A1 block = ?; GLA spleen mod = 0%; GAA glycogen mod = 1%; Epigenetic reg = 5.9%; NPSR antag = ?
Shown for O=C(NNC(=O)c1csc(-c2cnccc2C(F)(F)F)n1)c1ccc(C(F)(F)F)cc1 : GAA spleen mod = -5%; GAA inhib = ·; Tau fluor counter = -5%; ALDH1A1 block = ·; GLA spleen mod = -3%; GAA glycogen mod = 2%; Epigenetic reg = -0.3%; NPSR antag = -4%

Continued.
compound	GAA spleen mod	GAA inhib	Tau fluor counter	ALDH1A1 block	GLA spleen mod	GAA glycogen mod	Epigenetic reg	NPSR antag
Cc1ccn2cc(CCNC(=O)C3CC=CCC3C(=O)O)nc2c1 (configuration not stated)	2%	·	·	·	9%	-2%	4.1%	8%
Cc1cc(C(=O)CN2CCCC2)c(C)n1-c1ccc(Cl)cc1	-3%	-9%	-3%	-2%	0%	4%	1.1%	-12%
COc1cc2c(cc1OC)CN(Cc1ccc(C)s1)CC2	4%	-14%	-9%	28µM*	-1%	-3%	-5.9%	-7%[46.1 µM]
Oc1ccc(N=Cc2c(O)ccc3ccccc23)cc1	6%	·	?	·	8%	?	0.0%	-2%
O=C(CCl)NNc1cccc(Cl)n1	-9%	-6%	-20%	10µM*	-3%	20µM*	0.9%	3%[46.1 µM]
CC(=O)Nc1cc2c(cc1C(C)=O)OCCO2	0%	-14%	2%	?	-7%	8%	-1.1%	-11%[46.1 µM]
O=C(OCC(=O)N1CCc2ccccc21)c1ccccc1	1%	0%	-12%	2%	7%	0%	0.6%	-10%[7.67 µM]
O=C(N/N=C/c1ccc([N+](=O)[O-])o1)c1cn(-c2ccccc2)nc1-c1ccccc1	-4%	-3%	?	3%	-4%	10%	-1.1%	-31%
Cc1ccccc1NC(=S)N(C)Cc1cn(C)c2ccccc12	-2%	-4%	-9%	2%	0%	-8%	-1.1%	-15%
N=C1C(c2nc3ccccc3c(=O)[nH]2)=C(O)CN1CCO	-2%	-8%	1%	?	3%	1%	0.1%	3%[46.1 µM]
Cc1ccc(/C(N)=N/OC(=O)Cc2ccccc2)cc1	7%	-6%	-1%	-4%	4%	-5%	0.0%	0%
CC1CCN(C(=O)c2cc(-c3ccc(Cl)c(Cl)c3)on2)CC1	9%	-7%	5%	?	6%	3%	-0.8%	-12%[46.1 µM]
NC(=O)c1ccsc1NC(=O)C1CCCCC1	-2%	-13%	-8%	-2%	0%	-19%	-1.6%	-9%[46.1 µM]
Cn1cccc2[nH]c(=O)nc1-2	-16%	-12%	0%	?	-4%	-3%	1.3%	-2%
CCCCCC(=O)Nc1ccc(N2CCN(C(=O)CCC)CC2)cc1	5%	-2%	-5%	10%	1%	-15%	0.0%	3%[46.1 µM]
NC(=O)c1ccccc1NC(=O)Nc1cccc(Cl)c1Cl	8%	11%	-3%	?	13%	2%	0.0%	-7%
CCCCCOc1ccc(NC(=O)CCCC(=O)O)cc1	-4%	?	-3%	9%	1%	0%	-0.9%	-4%[46.1 µM]
COC(=O)c1ccc(NC(=O)CN2CCN(c3cccc(Cl)c3)CC2)cc1	-7%	?	-27%	-7%	0%	-1%	-1.1%	-12%[46.1 µM]
CCC(C)(C)NC(=O)CN(Cc1ccc2c(c1)OCO2)C(=O)CCC(=O)Nc1nccs1	-4%	?	3%	6%	3%	3%	4.0%	2%
Cn1cc(C2CC(c3ccccc3)=NN2C(=O)c2ccccc2)c2ccccc21 (configuration not stated)	1%	10%	-6%	-11%	-15%	-11%	0.0%	-39%
CCc1ccccc1NC(=O)/C(C#N)=C\c1ccc(Sc2ccccc2)o1	-8%	-2%	-23%	-6%	-2%	-9%	0.0%	-22%[46.1 µM]
O=C(CN1C(=O)CNC1=O)Nc1cccc(C(F)(F)F)c1	4%	-5%	0%	4%	0%	-16%	-1.1%	-1%[46.1 µM]
COc1ccc(-n2c(Cc3cccn3C)nnc2SCC(=O)NCc2ccc(F)cc2)cc1	-3%	-4%	-10%	-50%	-3%	-8%	-1.0%	-10%
COc1ccc(C(=O)NNC(=O)c2cc3cc([N+](=O)[O-])ccc3oc2=O)cc1OC	1%	-1%	-5%	1%	6%	16%	-1.1%	13%
O=C(NC1CCCC1)c1ccc(CS(=O)(=O)c2cccc(C(F)(F)F)c2)o1	3%	-4%	-15%	-3%	-2%	4%	-1.1%	-10%[46.1 µM]

Next section
compound	GAA spleen mod	GAA inhib	Tau fluor counter	ALDH1A1 block	GLA spleen mod	GAA glycogen mod	Epigenetic reg	NPSR antag
CN(CC(=O)Nc1ccccc1Cl)CC(=O)Nc1ccccc1[N+](=O)[O-]	7%	5%	-5%	-8%	-2%	-1%	-3.4%	-8%
O=[N+]([O-])c1ccc(N2CCCCC2)nc1	-15%	-7%	?	?	-1%	-17%	-0.1%	?
Cn1cc(CNC(=O)C23CC4CC(CC(C4)C2)C3)cn1	-4%	7%	-6%	5µM*	-4%	-2%	2.3%	-8%[46.1 µM]
C/C(=N\NC(=O)c1nn(C)cc1Br)c1cccc(NC(=O)c2ccncc2)c1	-9%	7%	1%	3%	-4%	9%	0.1%	4%

Bioassay records: PubChem BioAssay, National Center for Advancing Translational Sciences (NCATS)
